# Bioassay records as filed in PubChem.
# OX1R antag-1: blocks the human orexin 1 receptor; CHO/OX1R cells, Fluo-8 calcium fluorescence, orexin A; 330,000 tested, 0.43% active; O43613; AID 434989; inhibition, % at 5 µM;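 active means inhibition above its plate's threshold, mean inhibition of all tested compounds on the plate plus 3 SD, cut at about 37% in these data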;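 further: 0% = orexin A challenge wells and 100% = SB-334867-A antagonist wells; not every result past the cut was called active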
# CHT allo act: human CHT allosteric activation; AID 488977; CHT-expressing cells, membrane potential dye, choline EC20; stronger effect = higher value; LV-AA mutant CHT in HEK293 cells; 310,000 tested, 0.49% active; Q9GZV3; B-score at 10 µM;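 active means initial fluorescence not abnormally high and integrated response B-score, plate-corrected, over 3 SD above library mean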
# Target sequence (Q9GZV3 whole entry, looked up): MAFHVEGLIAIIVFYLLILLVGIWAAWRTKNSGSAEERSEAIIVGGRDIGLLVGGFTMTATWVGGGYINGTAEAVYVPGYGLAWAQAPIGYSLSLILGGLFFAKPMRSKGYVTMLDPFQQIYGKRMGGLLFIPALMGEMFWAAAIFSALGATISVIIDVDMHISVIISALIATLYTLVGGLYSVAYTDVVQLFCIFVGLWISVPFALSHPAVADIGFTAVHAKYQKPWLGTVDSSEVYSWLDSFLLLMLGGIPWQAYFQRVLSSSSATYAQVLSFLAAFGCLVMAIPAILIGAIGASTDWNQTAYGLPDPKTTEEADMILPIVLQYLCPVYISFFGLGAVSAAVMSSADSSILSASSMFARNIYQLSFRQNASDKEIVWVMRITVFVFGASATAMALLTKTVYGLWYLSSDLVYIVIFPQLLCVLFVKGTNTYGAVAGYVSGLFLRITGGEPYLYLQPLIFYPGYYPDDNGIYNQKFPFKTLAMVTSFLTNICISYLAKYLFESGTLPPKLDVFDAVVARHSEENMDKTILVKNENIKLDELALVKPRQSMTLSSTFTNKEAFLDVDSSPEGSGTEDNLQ
# OX1R antag-2: antagonists of human orexin 1 receptor (OX1R) | O43613 | OX1R-expressing cells, FRET antagonist read-out | inhibition, % at 6.6 µM | 330,000 tested, 1.8% active | AID 485270; in the data active means inhibition mostly above about 38%, no sharp cut-off; inactive means mostly below about 40%;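 further: 0% = agonist challenge alone and 100% = reference antagonist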
# Active calls of the source: *; i = inactive; nt = not tested or not shown; & = joins results of further samples.
> Oc1cc2c(cc1O)C1c3ccc(O)c(O)c3OCC1(O)C2 (centres undefined)
  OX1R antag-1 = -2.6
  CHT allo act = i
  OX1R antag-2 = 19.8
> CC[C@]12CCCN3CCc4c(n(c5ccccc45)[C@@](O)(C(=O)OC)C1)[C@@H]32
  OX1R antag-1 = -17.5
  CHT allo act = i
  OX1R antag-2 = 28.1
> CCC(Cc1c(I)cc(I)c(N)c1I)C(=O)O (centres undefined)
  OX1R antag-1 = -10.6
  CHT allo act = i
  OX1R antag-2 = 18.2
> COc1cc(C(=O)NCCCCCC(=O)O)cc(OC)c1OC
  OX1R antag-1 = -13.1
  CHT allo act = i
  OX1R antag-2 = 8.6
> COc1cc2c(c(OC)c1OC)-c1c(cc(OC)c(OC)c1OC)C[C@H](C)[C@H](C)C2
  OX1R antag-1 = -46.0
  CHT allo act = i
  OX1R antag-2 = 36.4
> CC1CCc2c(N3CCC(O)CC3)c(F)cc3c(=O)c(C(=O)O)cn1c23 (centres undefined)
  OX1R antag-1 = -5.0
  CHT allo act = i
  OX1R antag-2 = 13.8
> O=C(c1ccccc1)c1ccc2n1CCC2C(=O)O (centres undefined)
  OX1R antag-1 = -8.3
  CHT allo act = i
  OX1R antag-2 = 26.9
> Nc1ncnc(Nc2ccccc2)n1
  OX1R antag-1 = 10.3
  CHT allo act = i
  OX1R antag-2 = 16.4
> C[C@H]1c2cccc(O)c2C(O)=C2C(=O)[C@]3(O)C(O)=C(C(N)=O)C(=O)[C@@H](N(C)C)[C@@H]3[C@@H](O)[C@@H]21
  OX1R antag-1 = -22.6
  CHT allo act = i
  OX1R antag-2 = 9.8
> CN=C(N)NC(=O)Nc1c(C)cccc1C
  OX1R antag-1 = -7.3
  CHT allo act = i
  OX1R antag-2 = 15.6
> CCOC(=O)Nc1ccc2c(c1)N(C(=O)CCN1CCOCC1)c1ccccc1S2
  OX1R antag-1 = -7.9
  CHT allo act = i
  OX1R antag-2 = 18.8
> C#C[C@]1(O)CC[C@H]2[C@@H]3CCC4=CC(=O)CC[C@@H]4[C@H]3CC[C@@]21CC
  OX1R antag-1 = -2.8&-25.0
  CHT allo act = i
  OX1R antag-2 = 23.0&14.9
> O=C1CCc2cc(OCCCCc3nnnn3C3CCCCC3)ccc2N1
  OX1R antag-1 = -35.3
  CHT allo act = i
  OX1R antag-2 = 6.7
> CN(CCOc1ccc(NS(C)(=O)=O)cc1)CCc1ccc(NS(C)(=O)=O)cc1
  OX1R antag-1 = 0.3
  CHT allo act = i
  OX1R antag-2 = 16.0
> CCN(CC)S(=O)(=O)c1ccc(C(=O)O)cc1
  OX1R antag-1 = 7.0
  CHT allo act = i
  OX1R antag-2 = 5.1

# Next part; it opens with the 4 that closed the last part.
> C#C[C@]1(O)CC[C@H]2[C@@H]3CCC4=CC(=O)CC[C@@H]4[C@H]3CC[C@@]21CC
  OX1R antag-1 = -2.8&-25.0
  CHT allo act = i
  OX1R antag-2 = 23.0&14.9
> O=C1CCc2cc(OCCCCc3nnnn3C3CCCCC3)ccc2N1
  OX1R antag-1 = -35.3
  CHT allo act = i
  OX1R antag-2 = 6.7
> CN(CCOc1ccc(NS(C)(=O)=O)cc1)CCc1ccc(NS(C)(=O)=O)cc1
  OX1R antag-1 = 0.3
  CHT allo act = i
  OX1R antag-2 = 16.0
> CCN(CC)S(=O)(=O)c1ccc(C(=O)O)cc1
  OX1R antag-1 = 7.0
  CHT allo act = i
  OX1R antag-2 = 5.1
> CCOC(=O)Nc1ccc(NCc2ccc(F)cc2)nc1N
  OX1R antag-1 = 6.9
  CHT allo act = i
  OX1R antag-2 = 12.7
> CCN(CC)CCOC(=O)C(c1ccccc1)c1ccccc1
  OX1R antag-1 = -27.5
  CHT allo act = i
  OX1R antag-2 = 6.1
> C/C=C(/C)C(=O)O[C@@H]1c2cc3c(c4c2[C@@]2(CO4)C(=O)C(OC)=C(OC)C=C2C[C@@H](C)[C@H]1C)OCO3
  OX1R antag-1 = -1.8
  CHT allo act = i
  OX1R antag-2 = 40.6
> OCC(O)CN1CCN(c2ccccc2)CC1 (centres undefined)
  OX1R antag-1 = 0.6
  CHT allo act = i
  OX1R antag-2 = 7.0
> CCC12CCCN3CCc4c(n(c5ccccc45)C(O)(C(=O)OC)C1)C32 (centres undefined)
  OX1R antag-1 = -6.8
  CHT allo act = i
  OX1R antag-2 = 18.1
> COc1ccc(S(=O)(=O)Nc2nnc(CC(C)C)s2)cc1
  OX1R antag-1 = -10.9
  CHT allo act = i
  OX1R antag-2 = -1.7
> O=C1c2c(O)cccc2C(C2OC(CO)[C@@H](O)[C@H](O)[C@H]2O)c2cc(CO)cc(O)c21 (some centres undefined)
  OX1R antag-1 = 8.1
  CHT allo act = nt
  OX1R antag-2 = 10.7
> COc1cc(NC(=O)c2cc(C3CC3)on2)c(OC)cc1Cl
  OX1R antag-1 = -26.8
  CHT allo act = i
  OX1R antag-2 = 6.4
> C[C@H]1c2cccc(O)c2C(O)=C2C(=O)C3(O)C(O)=C(C(N)=O)C(=O)[C@@H](N(C)C)[C@@H]3[C@@H](O)[C@@H]21 (some centres undefined)
  OX1R antag-1 = -2.9
  CHT allo act = i
  OX1R antag-2 = 6.6
> Nc1cc(=O)[nH]c(N)n1
  OX1R antag-1 = 6.7
  CHT allo act = i
  OX1R antag-2 = 10.9
> CN(C)CCOC(=O)C(c1ccccc1)C1(O)CCCC1 (centres undefined)
  OX1R antag-1 = 7.3
  CHT allo act = i
  OX1R antag-2 = 8.0
> CC(=O)O[C@@]12CO[C@@H]1C[C@H](O)[C@@]1(C)C(=O)[C@H](O)C3=C(C)[C@@H](OC(=O)[C@H](O)[C@@H](NC(=O)OC(C)(C)C)c4ccccc4)C[C@](O)([C@@H](OC(=O)c4ccccc4)[C@H]21)C3(C)C
  OX1R antag-1 = -20.6
  CHT allo act = i
  OX1R antag-2 = 2.7
> CN1CCC(=C2c3ccccc3CC(=O)c3sccc32)CC1
  OX1R antag-1 = -29.2&-23.0
  CHT allo act = i
  OX1R antag-2 = 7.4&14.7
> CN1CCN(c2c(F)cc3c(=O)c(C(=O)O)cn4c3c2SCC4)CC1
  OX1R antag-1 = -4.1&-0.1
  CHT allo act = 9.9*
  OX1R antag-2 = 20.4&13.1
> Cc1oncc1C(=O)Nc1ccc(C(F)(F)F)cc1
  OX1R antag-1 = -8.7
  CHT allo act = i
  OX1R antag-2 = 17.9

# Brought forward from above: 6 compounds, followed by the next part.
> Nc1cc(=O)[nH]c(N)n1
  OX1R antag-1 = 6.7
  CHT allo act = i
  OX1R antag-2 = 10.9
> CN(C)CCOC(=O)C(c1ccccc1)C1(O)CCCC1 (centres undefined)
  OX1R antag-1 = 7.3
  CHT allo act = i
  OX1R antag-2 = 8.0
> CC(=O)O[C@@]12CO[C@@H]1C[C@H](O)[C@@]1(C)C(=O)[C@H](O)C3=C(C)[C@@H](OC(=O)[C@H](O)[C@@H](NC(=O)OC(C)(C)C)c4ccccc4)C[C@](O)([C@@H](OC(=O)c4ccccc4)[C@H]21)C3(C)C
  OX1R antag-1 = -20.6
  CHT allo act = i
  OX1R antag-2 = 2.7
> CN1CCC(=C2c3ccccc3CC(=O)c3sccc32)CC1
  OX1R antag-1 = -29.2&-23.0
  CHT allo act = i
  OX1R antag-2 = 7.4&14.7
> CN1CCN(c2c(F)cc3c(=O)c(C(=O)O)cn4c3c2SCC4)CC1
  OX1R antag-1 = -4.1&-0.1
  CHT allo act = 9.9*
  OX1R antag-2 = 20.4&13.1
> Cc1oncc1C(=O)Nc1ccc(C(F)(F)F)cc1
  OX1R antag-1 = -8.7
  CHT allo act = i
  OX1R antag-2 = 17.9
> CN1CCN(CCCN2c3ccccc3Sc3ccc(S(=O)(=O)N(C)C)cc32)CC1
  OX1R antag-1 = 2.8
  CHT allo act = i
  OX1R antag-2 = 15.2
> O=C(NCCN1CCOCC1)c1ccc(Cl)cc1
  OX1R antag-1 = -6.7
  CHT allo act = i
  OX1R antag-2 = 15.9
> CCOc1ccc(NC(=S)N2CCC(C(O)(c3ccccc3)c3ccccc3)CC2)cc1
  OX1R antag-1 = -22.1
  CHT allo act = i
  OX1R antag-2 = 2.5
> O=C(O)CCCCCCCC(=O)O
  OX1R antag-1 = -8.4
  CHT allo act = i
  OX1R antag-2 = 5.1
> CC(=O)N(CC(O)CO)c1c(I)c(C(=O)NCC(O)CO)c(I)c(C(=O)NCC(O)CO)c1I (centres undefined)
  OX1R antag-1 = -7.6
  CHT allo act = i
  OX1R antag-2 = 10.1
> CN(C)CCC[C@@]1(c2ccc(F)cc2)OCc2cc(C#N)ccc21
  OX1R antag-1 = -8.8
  CHT allo act = i
  OX1R antag-2 = 7.5
> O=C1c2ccccc2C(=O)c2c(O)c(O)cc(O)c21
  OX1R antag-1 = 0.2
  CHT allo act = nt
  OX1R antag-2 = 28.1*
> C[C@@H]1C[C@H]2[C@@H]3C[C@H](F)C4=CC(=O)C(Cl)=C[C@]4(C)[C@@]3(F)[C@@H](O)C[C@]2(C)[C@@]1(O)C(=O)CO
  OX1R antag-1 = -13.5
  CHT allo act = i
  OX1R antag-2 = 13.6
> O=c1c(O[C@@H]2O[C@H](CO)C(O)C2O)c(-c2ccc(O)c(O)c2)oc2cc(O)cc(O)c12 (some centres undefined)
  OX1R antag-1 = -9.9
  CHT allo act = nt
  OX1R antag-2 = 6.5

# An excerpt; the hit share may differ from the screen's.
